MT1-MMP act inh = blocks activation of human MT1-MMP; HT1080 RFP-PRO-GFP cells, GFP/RFP ratio fluorescence, overnight; percent of plate control window, DMSO zero; P50281; AID 651647; actives 0.061% (n = 360,000); GFP/RFP ratio change, % at 20 µM;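 active = GFP/RFP ratio change of at least 30% with cell ATP level not reduced by more than half and red fluorescence within 50% of control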; also: strong numbers were not always called active
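Assay system – RFP-PRO-GFP reporter HT1080 cells · Compound dosing – single dose of 20 µM compound, 1% DMSO final · Incubation – overnight compound exposure at 37 °C · Measure – GFP/RFP fluorescence ratio · Benchmarks – DMSO wells and RFP-L50D-GFP cells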
NadD block = inhibitors of Staphylococcus aureus NadD. purified NadD enzyme, colorimetric absorbance read-out. inhibition, % at 20 µM. actives 0.78% (n = 360,000). AID 602399; in the data active = inhibition above about 26%; also: some compounds past the cut are filed as inactive
Rpn11 inh = Rpn11 (human) deubiquitinase inhibition. human 26S proteasome, Ub4-pepOG fluorescence polarization; 20S core pre-blocked with epoxomicin. calls only at 20 µM. actives 0.59% (n = 360,000). AID 588493;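 active = inhibition at 20 µM, scaled to each plate's controls, above about 33%, limit read from the data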
Target sequence (O00487 whole entry, looked up): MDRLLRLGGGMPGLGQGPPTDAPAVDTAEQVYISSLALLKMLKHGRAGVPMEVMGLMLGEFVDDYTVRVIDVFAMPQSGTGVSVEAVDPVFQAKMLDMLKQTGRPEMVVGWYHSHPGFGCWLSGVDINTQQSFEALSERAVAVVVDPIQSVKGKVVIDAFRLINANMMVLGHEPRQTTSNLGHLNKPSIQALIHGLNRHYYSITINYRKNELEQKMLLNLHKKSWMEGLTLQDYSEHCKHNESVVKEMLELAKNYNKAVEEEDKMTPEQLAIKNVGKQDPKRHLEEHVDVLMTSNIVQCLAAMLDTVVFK
CendR NRP1 mod = NRP-1/CendR interaction modulation; FAM-RPARPAR peptide binding to NRP-1, fluorescence polarization; inhibition, % at 25 µM; actives 0.85% (n = 360,000); AID 602438;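 active = inhibition or corrected inhibition above about 18%, plus a signal ratio from 0.5 to 1.5, limit read from the data, passing the limit was not always enough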; also: strong numbers were not always called active
Scp1 inh = Scp-1 (human) phosphatase inhibition. Q9GZU7. Recombinant Scp1, phosphopeptide, malachite green phosphate absorbance. inhibition, % at 20 µM. actives 0.88% (n = 340,000). AID 493091;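 active = inhibition above about 50% at 20 µM, limit read from the data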;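 also: plate controls were DMSO wells with enzyme for no effect and wells lacking enzyme for full effect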
Target sequence (Q9GZU7 76-261 limits assumed): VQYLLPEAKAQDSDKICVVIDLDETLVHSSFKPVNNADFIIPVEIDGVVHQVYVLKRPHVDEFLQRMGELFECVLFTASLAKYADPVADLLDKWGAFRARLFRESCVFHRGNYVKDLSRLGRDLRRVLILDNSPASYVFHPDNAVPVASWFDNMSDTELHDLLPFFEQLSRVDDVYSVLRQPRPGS
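Material: truncated SCP-1 phosphatase (76-261aa) / Buffer or medium: 50 mM Tris acetate pH 5.5, 0.005% Tween-20, 10 mM MgCl2 / Compound dosing: one concentration, 20 µM, with 1.0% DMSO / Incubation: 45 min room-temperature reaction, 5 min colour, 30 min stabiliser / Detection: colorimetric free-phosphate detection, absorbance 630 nm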
SKN-1 inh = blocks SKN-1 activity in C. elegans. actives 0.49% (n = 360,000). C. elegans VP596 Pgst-4::GFP/RFP ratio, acrylamide-induced, 24 h. inhibition, % at 21.8 µM;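 active = interference check ratio from 0.5 to 1.5 plus GFP to RFP signal ratio inhibition reaching or exceeding a fixed threshold, cut at about 30% in these data, passing the limit was not always enough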; also: some compounds called inactive have numbers as strong as hits
STEP inh = inhibitors of human striatal-enriched phosphatase STEP; P54829; recombinant STEP, OMFP fluorogenic substrate, fluorescence; inhibition, % at 20 µM; actives 0.25% (n = 360,000); AID 588621;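 active = inhibition at 20 µM, scaled per plate between control wells, above about 37%, limit read from the data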;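 also: 0% = DMSO with enzyme and substrate and 100% = substrate only without enzyme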
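System: isolated STEP enzyme; schedule: 20 min enzyme reaction at room temperature, protected from light; medium: Bis-Tris buffer pH 6.0, 2.5 mM DTT, 0.005% Tween 20; signal: fluorescence, 480/540 nm; dosing: single compound dose of 20 µM, 1% DMSO final; also added: OMFP substrate, 25 µM final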
SUMO1 PPI mod = alters human SUMO1 binding to SIM partners; SUMO1 binding to a labelled peptide, TR-FRET, 1 h; actives 0.33% (n = 360,000); inhibition, % at 20 µM; AID 602429; in the data active = inhibition above about 37%
Target sequence (P63165 whole entry, looked up): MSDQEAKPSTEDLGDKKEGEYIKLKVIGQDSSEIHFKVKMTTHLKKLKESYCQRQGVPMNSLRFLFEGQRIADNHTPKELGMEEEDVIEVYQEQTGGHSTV
DNMT1 inh = DNMT1 (human) enzyme inhibition. inhibition (reported as % activation of signal), % at 10 µM. actives 0.83% (n = 360,000). AID 588458. DNMT1 molecular beacon, Hinp1I cleavage, fluorescence; in the data active = inhibition above about 50%
LMPTP inh = LMPTP (human) inhibition; AID 651560; recombinant LMPTP-A, OMFP fluorogenic substrate, fluorescence intensity; P24666; actives 0.22% (n = 360,000); inhibition, % at 20 µM;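 active = compounds that cut the enzyme signal by at least half of the control window in the single-dose screen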;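 also: plate controls were DMSO wells with enzyme plus substrate for no effect and substrate without enzyme for full effect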
Target sequence (P24666 whole entry, looked up): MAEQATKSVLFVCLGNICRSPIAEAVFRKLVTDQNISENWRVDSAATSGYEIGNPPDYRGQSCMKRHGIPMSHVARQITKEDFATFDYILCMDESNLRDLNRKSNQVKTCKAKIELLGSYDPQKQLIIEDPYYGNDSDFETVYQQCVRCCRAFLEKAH
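test system = LMPTP-A | amount = 0.625 nM LMPTP-A final | reagent = fluorogenic phosphatase substrate OMFP at 400 µM final | incubation = 50 min at room temperature | benchmarks = no-enzyme low control, uninhibited high control | medium = Bis-Tris pH 6.0, DTT, detergent | signal = fluorescence intensity of OMFP turnover product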
Starred values were filed as active, the others as inactive; i = inactive; / = not tested or not shown.

item	MT1-MMP act inh	NadD block	Rpn11 inh	CendR NRP1 mod	Scp1 inh	SKN-1 inh	STEP inh	SUMO1 PPI mod	DNMT1 inh	LMPTP inh	molecule
1	-1	6	i	-4	-7	21	-1	3	1	-0.9	Cc1ccc(S(=O)(=O)N2CCCCC2)cc1NC(=O)COC(=O)c1ccc(=O)[nH]c1
2	-5	-4	i	4	-6	18	0	2	1	-2.8	CC(C)C(NC(=O)c1c(F)cccc1F)C(=O)NCc1ccncc1 (stereo not drawn)
3	-1	-2	i	7	2	-39	-1	0	1	-1.5	CCN(CC(=O)Nc1ccc2c(c1)CCC2)Cc1nc2ccccc2c(=O)[nH]1
4	4	-8	i	2	-5	15	0	-3	1	-1.1	COc1ccc(NC(=O)CCn2c(=S)[nH]c3ccccc3c2=O)cc1OC
5	-1	-1	i	-7	-7	14	-2	-6	0	-1.0	O=C(Nc1ccccc1Cl)c1ccc(=O)[nH]n1
6	1	0	i	15	-4	-2	-1	4	0	-1.0	Cc1ccc(C(=O)NC2CCCCCC2)o1
7	-4	-13	i	-6	-5	5	1	1	-2	0.1	Cc1ccc(CNC(=O)CNC(=S)N(Cc2ccccc2)Cc2ccccc2F)cc1
8	3	-6	i	-5	-4	-1	-2	-2	-2	-0.4	COc1ccc(NC(=O)N2CCCC(c3nc(-c4ccc(OC)cc4)no3)C2)cc1 (stereo not drawn)
9	12	-1	/	8	/	15	/	2	/	-0.4	O=c1[nH]cc(F)c(=O)n1C1OC(CO)C(O)C1O (stereo not drawn)
10	-7	-7	i	-19	-12	13	-3	1	-2	0.0	COc1cc(OC)c(NC(=O)c2cccc(F)c2)cc1Cl

item	MT1-MMP act inh	NadD block	Rpn11 inh	CendR NRP1 mod	Scp1 inh	SKN-1 inh	STEP inh	SUMO1 PPI mod	DNMT1 inh	LMPTP inh	molecule
11	4	12	i	-8	-5	-12	5	-19	-3	2.8	Cc1cc(C)c(C(=O)Cn2cnc3cc([N+](=O)[O-])ccc3c2=O)cc1C
12	-8	2	i	-15	-3	13	1	-13	-1	0.4	N#Cc1cc2c(ccc3ccccc32)oc1=O
13	-3	-1	i	4	-6	1	0	-5	-1	0.0	COc1cc(Cl)ccc1OCc1cc(C(=O)N(C)CC2CCCCO2)no1 (stereo not drawn)
14	0	4	i	-3	-1	-8	0	-6	-3	-5.4	COc1cccc(CN(C)Cc2cc(=O)oc3cc(O)c(Cl)cc23)c1
15	1	-3	i	5	-5	2	1	-2	-13	4.8	C=CCn1c(COc2ccccc2F)nnc1SCC(=O)Nc1cc2oc3ccccc3c2cc1OC
16	3	2	i	2	14	-1	1	-8	1	-0.5	COC(=O)c1ccc2[nH]cc(CCO)c2c1
17	-3	-3	i	-9	3	-10	-1	0	2	-1.5	O=C(CSc1nnc(-c2ccco2)o1)NC(=O)Cc1ccccc1
18	3	-7	i	37*	-15	-7	-4	2	-4	-0.9	CCc1ccc(NC(=O)N(CCCN2CCOCC2)C(C)c2cc3cccc(OC)c3o2)cc1 (stereo not drawn)
19	0	0	i	-15	-6	8	-4	1	0	-1.1	Cc1ccc(S(=O)(=O)NCC(=O)OCC(=O)Nc2ccc(C)c(S(=O)(=O)N3CCOCC3)c2)cc1
20	4	-3	i	-16	-3	17	6	-19	-14	0.7	CNc1ncnc2sc(-c3ccccc3)cc12

Arranged by number of heavy atoms (lowest first): part of the list above
item	MT1-MMP act inh	NadD block	Rpn11 inh	CendR NRP1 mod	Scp1 inh	SKN-1 inh	STEP inh	SUMO1 PPI mod	DNMT1 inh	LMPTP inh	molecule
20	4	-3	i	-16	-3	17	6	-19	-14	0.7	CNc1ncnc2sc(-c3ccccc3)cc12
9	12	-1	/	8	/	15	/	2	/	-0.4	O=c1[nH]cc(F)c(=O)n1C1OC(CO)C(O)C1O (stereo not drawn)
10	-7	-7	i	-19	-12	13	-3	1	-2	0.0	COc1cc(OC)c(NC(=O)c2cccc(F)c2)cc1Cl
17	-3	-3	i	-9	3	-10	-1	0	2	-1.5	O=C(CSc1nnc(-c2ccco2)o1)NC(=O)Cc1ccccc1
14	0	4	i	-3	-1	-8	0	-6	-3	-5.4	COc1cccc(CN(C)Cc2cc(=O)oc3cc(O)c(Cl)cc23)c1
11	4	12	i	-8	-5	-12	5	-19	-3	2.8	Cc1cc(C)c(C(=O)Cn2cnc3cc([N+](=O)[O-])ccc3c2=O)cc1C
13	-3	-1	i	4	-6	1	0	-5	-1	0.0	COc1cc(Cl)ccc1OCc1cc(C(=O)N(C)CC2CCCCO2)no1 (stereo not drawn)
8	3	-6	i	-5	-4	-1	-2	-2	-2	-0.4	COc1ccc(NC(=O)N2CCCC(c3nc(-c4ccc(OC)cc4)no3)C2)cc1 (stereo not drawn)
18	3	-7	i	37*	-15	-7	-4	2	-4	-0.9	CCc1ccc(NC(=O)N(CCCN2CCOCC2)C(C)c2cc3cccc(OC)c3o2)cc1 (stereo not drawn)
15	1	-3	i	5	-5	2	1	-2	-13	4.8	C=CCn1c(COc2ccccc2F)nnc1SCC(=O)Nc1cc2oc3ccccc3c2cc1OC

Later entries.
item	MT1-MMP act inh	NadD block	Rpn11 inh	CendR NRP1 mod	Scp1 inh	SKN-1 inh	STEP inh	SUMO1 PPI mod	DNMT1 inh	LMPTP inh	molecule
21	3	-8	i	-14	-12	-2	-3	4	11	-1.0	Cc1ccc2[nH]c(=O)c3cc(C(=O)N(C)c4ccccc4C)sc3c2c1
22	0	5	i	2	-4	4	-1	-1	1	-0.7	OCc1nc2nc(Cl)c(Cl)nc2[nH]1
23	4	8	i	-10	-11	21	1	10	49	0.5	CCOC(=O)c1nn(-c2ccc(OCC)cc2)c2nc(-c3ccco3)c(C#N)c(=O)n12
24	-3	-2	i	-93	-1	1	-2	3	3	-0.6	NNC(=O)C(=O)NCCCN1CCOCC1
25	3	-2	i	2	-4	-5	2	6	1	0.4	CCCNc1c(NC(=O)C2CCC(C)CC2)c(=O)oc2ccccc12 (stereo not drawn)
26	2	-4	i	-4	-2	-5	-3	2	0	0.6	O=C(NCc1ccc(Cl)cc1)N1CCOCC1
27	4	-7	i	1	-7	-3	-1	-3	-3	3.3	Cc1cccc(NC(=O)c2ccc(C3SCC(=O)N3CCc3ccccc3)cc2)c1C (stereo not drawn)
28	0	5	i	-44	-13	4	1	-16	-1	6.5	O=[N+]([O-])c1cc(/C=N/N/C(=N/c2ccccn2)c2ccccn2)ccc1O
29	3	-3	i	8	-4	1	0	-1	0	0.6	COCCCNC(=S)NCCNc1nc2cc(C)cc(C)c2cc1C#N
30	4	1	i	-1	12	-5	0	2	0	-2.5	COc1ccc(-c2noc(CCC(=O)N3CCN(c4ccc(F)cc4)CC3)n2)cc1

item	MT1-MMP act inh	NadD block	Rpn11 inh	CendR NRP1 mod	Scp1 inh	SKN-1 inh	STEP inh	SUMO1 PPI mod	DNMT1 inh	LMPTP inh	molecule
31	5	-2	i	2	-3	4	-5	4	2	-0.7	O=C(c1ccc(OC2CCN(CCc3ccccc3)CC2)cc1)N1CCCC(CO)C1 (stereo not drawn)
32	3	3	i	10	-9	1	0	2	-1	-2.4	Cn1cnnc1SCC(=O)NCc1ccccc1
33	-6	5	i	-15	-11	4	-1	-7	-1	1.2	COc1ccc(NC(=O)CSc2nc3ccccc3nc2N2CCCC2)cc1
34	-1	-9	i	5	-9	-10	0	8	0	2.1	CCN(CC(=O)NCc1ccc(Cl)cc1)C(=O)COc1ccc(Cl)cc1Br
35	4	6	i	12	-11	-5	2	3	16	2.4	S=c1[nH]nc(COc2ccccc2)n1/N=C/C(Cl)=C/c1ccccc1
36	1	1	i	-1	-1	12	1	-12	0	-1.7	O=C(CCN1C(=O)C2C3CCC(C3)C2C1=O)Nc1ccc([N+](=O)[O-])cc1 (stereo not drawn)
37	-1	2	i	20	-6	0	-2	1	2	-0.6	COc1ccccc1CCNC(=O)Cn1c(=O)oc2ccccc21
38	/	-2	i	2	4	-3	1	0	-4	-0.4	O=C(CCc1ccccc1)NNc1cc(N2CCCCC2)nc(N2CCCCC2)n1
39	-1	1	i	0	0	-20	-1	3	3	-2.4	ClCCCc1cn(C[C@H]2CC[C@@H]([C@@H]3CC[C@H](Cn4cc(CCCCl)nn4)O3)O2)nn1
40	-1	-1	i	-1	18	-8	-2	-2	-5	-1.3	Cc1ccccc1OC(C)C(=O)NCc1cccnc1 (stereo not drawn)

item	MT1-MMP act inh	NadD block	Rpn11 inh	CendR NRP1 mod	Scp1 inh	SKN-1 inh	STEP inh	SUMO1 PPI mod	DNMT1 inh	LMPTP inh	molecule
41	2	-1	i	-6	-5	6	-3	-3	-3	0.1	COc1ccc(CNC(=O)[C@H](Cc2c[nH]c3ccccc23)NC(C)=O)cc1OC
42	0	-1	i	-1	-5	-7	2	-3	-1	-1.0	COc1ccc(NC(=O)CS(=O)c2ccc(F)cc2)cc1 (stereo not drawn)
43	4	2	i	-4	/	2	2	-1	-4	-1.9	CC(C)NC(=O)c1cc(C2CCCCN2C(=O)c2ccc(C#N)cc2)on1 (stereo not drawn)
44	9	-2	i	-6	3	17	-3	-4	-1	-1.4	CCOc1ccc(CSC2=NCCN2)cc1[N+](=O)[O-]
45	-7	2	i	-5	2	-5	2	5	1	-2.9	O=C1CC2(CCCCC2)Oc2ccc(Cl)cc21

Compound activity as filed in PubChem.
